Assay outcomes: PubChem, National Center for Advancing Translational Sciences (NCATS)
ATXN2 expr inh = inhibitors of ATXN2 expression | HEK-293 ATXN2-luciferase reporter, luminescence, 24 h | Potency, µM (doses to about 57 µM), for inactives: at the highest dose activity change, negative = inhibition, hits mostly inhibitors | hit rate 0.72% among 360,000 | AID 1745845; also: potency is read from the fitted curve at half-maximal effect; % is scaled to controls: 0 for no effect and ±100 for the full control effect; nearly all actives have a fitted effect of over 55% in size
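qHTS (up to 57 uM final) was run with 24 h compound exposure of reporter cells at 37 °C. Each well was multiplexed: SteadyGlo luminescence measured ATXN2-luciferase expression after a fluorogenic Gly-Phe-AFC viability readout (25 uM final).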
HT1080-NT tox = kills 2HG-producing HT-1080-NT fibrosarcoma cells | HT-1080-NT fibrosarcoma viability, CellTiter-Glo ATP luminescence, 48 h | Potency, µM (highest dose often 46.1 µM), inactives show at the highest dose activity, negative = less viability, most hits filed as cytotoxic | hit rate 1.6% among 360,000 | AID 686970;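 also: NT is the 2HG producing partner of a matched IDH1 knockdown line; potency is read from the fitted curve at half-maximal effect; 0% = DMSO-treated cells and -100% = media-only wells without cells; nearly all actives have a fitted effect of over 55% in size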
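Viability by CellTiter-Glo luminescence after 48 h compound exposure at 37C of HT-1080-NT cells (750/well, RPMI, 5% FBS). % activity scaled between DMSO wells and medium-only wells, then curve-fitted and categorized by curve class.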
HT1080 IDH1KD tx = toxicity to HT-1080 IDH1 knockdown cells (counter line); HT-1080 IDH1 knockdown viability, ATP luminescence, 48 h; Potency, µM (top dose mostly 46.1 µM), for inactives: at the highest dose activity, negative = toxicity, most hits filed as cytotoxic; hit rate 2% among 360,000;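 also: potency is read from the fitted curve at half-maximal effect; 0% = DMSO wells and -100% = cell-free medium wells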
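Luminescent ATP read-out (CellTiter-Glo, 10 min at room temperature) after 48 h compound exposure at 37 °C gave viability of IDH1-knockdown HT-1080 cells. Activity was normalised to DMSO and cell-free wells, then fitted as concentration-response curves.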
IL-1B inflam inh = blocks inflammasome-driven IL-1 beta release; THP-1 LPS/ATP IL-1B secretion, AlphaLISA, 16 h; stronger effect = lower value; activity change, % at 57.5 µM; AID 743279; hit rate 4.7% among 360,000; in the data active = activity change below about -50%; inconclusive = mostly about -30% to -49%; also: % is scaled to controls: 0 for no effect and ±100 for the full control effect
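THP-1 cells pretreated 1 hr with compounds (up to 57.5 uM final), then stimulated with LPS (250 ng/mL final) plus ATP (1.25 mM final); secreted IL-1B measured by AlphaLISA after 16 hr, decreased signal indicating inhibition.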
WRN inhibitor = blocks human WRN helicase. AID 651768. WRN helicase unwinding, fluorescent forked duplex, kinetic. Potency, µM (titrated, usually from 114 µM), for the others: at the top dose activity change, negative = inhibition, most hits filed as inhibitors. Q14191. hit rate 0.46% among 360,000; also: potency is read from the fitted curve at half-maximal effect; % is scaled to controls: 0 for no effect and ±100 for the full control effect; nearly all actives have a fitted effect of over 55% in size
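Kinetic red-fluorescence monitoring (525/598 nm) tracks WRN helicase activity after 100 nM fluorophore-quencher forked duplex and 2 mM ATP are added to 20 nM enzyme pretreated 15 min at room temperature with compound.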
KB-V1 cytotox = kills drug-selected multidrug resistant KB-V1 cells | KB-V1 MDR cells viability, CellTiter-Glo, 72 h | Potency, µM (titrated, usually from 46.1 µM), without a hit: at the highest dose activity change, negative = cytotoxicity, usual class: cytotoxic | hit rate 3.4% among 400,000 | AID 1347076; also: potency is read from the fitted curve at half-maximal effect; % is scaled to controls: 0 for no effect and ±100 for the full control effect; nearly all actives have a fitted effect of over 60% in size
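In this primary screen, KB-V1 cells overexpressing P-gp are incubated with library compounds (lowest to highest concentration) for 72 h at 37 degrees C before a luminescent ATP viability read.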
MCF10A rereplic = inducers of DNA re-replication in MCF 10A breast cells; MCF 10A DNA re-replication, Hoechst nuclear intensity, 48 h; Potency, µM (highest dose often 46.1 µM), without a hit: top-dose activity, positive = re-replication, usual class: activators; hit rate 2.9% among 350,000; AID 624296; also: potency is read from the fitted curve at half-maximal effect; % of control where 0% means no effect; nearly all actives have a fitted effect of over 50% in size
SW480 rerep = DNA re-replication induction in SW480 cells; AID 624297; Potency, µM (highest dose often 46.1 µM), without a hit: top-dose re-replication activation, most hits filed as activators; hit rate 1.8% among 340,000; SW480 DNA re-replication, Hoechst DNA content imaging, 48 h; also: potency is read from the fitted curve at half-maximal effect; % of control where 0% means no effect; nearly all actives have a fitted effect of over 55% in size
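Treated cells incubate 48 hr (37 C, 5% CO2), are stained 40 min with Hoechst, and nuclear fluorescence is enumerated; a rise in nuclei with high DNA signal marks re-replication.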
KB-3-1 cytotox = kills parental KB-3-1 adenocarcinoma cells | KB-3-1 viability, CellTiter-Glo ATP luminescence, 72 h | Potency, µM (top dose mostly 46.1 µM), for inactives: top-dose activity change, negative = cytotoxic, most hits filed as cytotoxic | hit rate 1.4% among 400,000; also: potency is read from the fitted curve at half-maximal effect; % is scaled to controls: 0 for no effect and ±100 for the full control effect; nearly all actives have a fitted effect of over 60% in size
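Cells are dispensed, compounds pinned in, plates held at 37 °C for 72 h, then CellTiter-Glo is added and luminescence read after 10 minutes. Cell line: parental KB-3-1 in phenol-red-free DMEM, 10% FBS.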
Numbers without * were called inactive; ? = inconclusive; nt = not tested or not shown; [ ] = dose if it differs, or a comment. Unless noted, calls follow the shape of the dose curve; as a rule, active = well fitted curve in the direction sought with a large enough effect; inconclusive = small, poorly fitted or top-dose-only effect, or another doubt; inactive = no such curve, though single readings can be large; an effect the other way counts as inactive or inconclusive. No enrichment for hits. About 12% of those tested had a hit in this group.

SMILES	ATXN2 expr inh	HT1080-NT tox	HT1080 IDH1KD tx	IL-1B inflam inh	WRN inhibitor	KB-V1 cytotox	MCF10A rereplic	SW480 rerep	KB-3-1 cytotox
COc1cccc(/C=N/NC(=O)c2[nH]c(C)c(C(=O)N/N=C/c3cccc(OC)c3O)c2C)c1O	14µM*	-21%	-29%	50	-33%	0%	?	?	?
Cc1ccsc1C(=O)N1CCCC(C(=O)c2cc(F)ccc2F)C1 (stereo not drawn)	nt	?	11%	0	-4%	?	-5%	7%	-11%
Cc1nc2cccc(C(=O)NCc3ccccc3)c2o1	5%	0%	5%	10	-2%	5%	4%	-9%[9.22 µM]	24%
COc1cc(/C=C/C(=O)OCC(=O)NCCCc2ccccc2)ccc1O	4%	6%	11%	0	8%	-8%	7%	-6%	3%
Cc1ccc(N2C(=O)C3C4C=CC(CNC(=S)N5CCN(c6ccccn6)CC5)(O4)C3C2=O)cc1 (stereo not drawn)	nt	4%	4%	-9	-7%	-18%	?	14%	1%
COc1cc(C(=O)NCC(=O)N/N=C(/C)c2ccc3c(c2)CCCC3)cc(OC)c1OC	-8%[11.3 µM]	3%	17%	-7	-30%	1%	20%	-3%	-1%
COc1cccc(CNc2ccc(S(=O)(=O)N3CCCC3)cn2)c1	nt	2%	-7%	8	2%	1%	3%	0%	2%
O=C(Nc1ccc(C(=O)O)cc1)/C(=C\C=C\c1ccccc1)NC(=O)c1ccc(Br)cc1	1%	?	?	-25	-11%	18%	7%	?	-3%
O=C(COC(=O)C1=COCCO1)Nc1ccc2c(c1)OCO2	19%	11%	13%	17	-3%	?	1%	-1%	3%
O=c1/c(=C\c2cccn2-c2ccccc2)sc2nc3ccccc3n12	56%[activator]	?	17%	1	7%[57.1 µM]	-23%	?	-6%	-2%
OC(c1ccc(F)c(F)c1)c1nc(-c2csc3ccccc23)cs1 (stereo not drawn)	0%	?	?	4	-6%	0%	nt	nt	0%
CCOc1ccc(N(Cc2nnc3n2CCCCC3)C(=O)Nc2cccc(C)c2)cc1	8%	25%	7%	-8	-2%	0%	-8%	-7%	-11%
COc1ccc(Cc2n[nH]c(=S)n2N)cc1OC	-8%	-15%	-13%	16	-13%	-1%	0%	0%	6%
COc1ccc(-c2csc(C(C)(NC(C)=O)c3ccccc3)n2)cn1 (stereo not drawn)	-1%	11%	2%	-4	3%	2%	nt	nt	0%
Cc1c2c([n+]3n1CCC3)CC(C)(C)CC2=O	1%	0%	5%[9.24 µM]	22	1%[57.1 µM]	6%	1%	-5%	2%
CC(SCC(=O)Nc1ccc(S(=O)(=O)N2CCCCC2)cc1)C(=O)O (stereo not drawn)	2%	11%	8%	0	-1%	7%	2%	-4%	16%
CC1=C(C(=O)OCc2ccccc2)C(c2ccc(Br)cc2)NC(=O)N1CCCC(=O)O (stereo not drawn)	13%	0%	-3%	31	0%	?	-5%	-4%	14%
CN(CC(=O)Nc1ccc(F)cc1)C(=O)COC(=O)CCN1C(=O)C2CC=CCC2C1=O (stereo not drawn)	-2%	1%	8%	2	9%	0%	0%	2%	-10%
COc1cccc(COC(=O)C2CCN(S(=O)(=O)c3ccc(Cl)cc3)CC2)c1OC	-1%	14%	1%	38	-6%	0%	6%	-2%	-1%
Cc1cc(NC(=O)CCCC(=O)N(c2ccccc2)C(C(=O)NC2CCCCC2)c2cccs2)no1 (stereo not drawn)	5%	1%	2%	7	6%	2.1µM*	-1%	2%	1%

Results in SW480 rerep, MCF10A rereplic and WRN inhibitor (3 entries from above):
molecule | SW480 rerep | MCF10A rereplic | WRN inhibitor
COc1cc(C(=O)NCC(=O)N/N=C(/C)c2ccc3c(c2)CCCC3)cc(OC)c1OC | -3% | 20% | -30%
COc1cccc(CNc2ccc(S(=O)(=O)N3CCCC3)cn2)c1 | 0% | 3% | 2%
O=C(Nc1ccc(C(=O)O)cc1)/C(=C\C=C\c1ccccc1)NC(=O)c1ccc(Br)cc1 | ? | 7% | -11%

Some of these compounds in order of the SW480 rerep value, descending:
| Compound | SW480 rerep |
| --- | --- |
| Cc1ccsc1C(=O)N1CCCC(C(=O)c2cc(F)ccc2F)C1 (stereo not drawn) | 7% |
| CN(CC(=O)Nc1ccc(F)cc1)C(=O)COC(=O)CCN1C(=O)C2CC=CCC2C1=O (stereo not drawn) | 2% |
| O=C(COC(=O)C1=COCCO1)Nc1ccc2c(c1)OCO2 | -1% |
| CC1=C(C(=O)OCc2ccccc2)C(c2ccc(Br)cc2)NC(=O)N1CCCC(=O)O (stereo not drawn) | -4% |
| COc1cc(/C=C/C(=O)OCC(=O)NCCCc2ccccc2)ccc1O | -6% |
| CCOc1ccc(N(Cc2nnc3n2CCCCC3)C(=O)Nc2cccc(C)c2)cc1 | -7% |

Remaining list, next part.
SMILES	ATXN2 expr inh	HT1080-NT tox	HT1080 IDH1KD tx	IL-1B inflam inh	WRN inhibitor	KB-V1 cytotox	MCF10A rereplic	SW480 rerep	KB-3-1 cytotox
O=[N+]([O-])c1ccc(NN=C(Oc2ccccc2)c2ccc([N+](=O)[O-])cc2)cc1	nt	1%	0%	?	-5%	-20%	nt	nt	?
COc1ccc(CNS(=O)(=O)CCNC(=O)c2ccccc2)cc1	5%	-9%	-12%	5	-26%	-16%	-1%	1%	-1%
CCCn1c(C)cc(C(=O)CSc2nc3ccccc3c(=O)n2Cc2ccco2)c1C	66%[activator]	0%	-6%	-10	-32%[57.1 µM]	?	?	?	0%
O=C(Nc1cc([N+](=O)[O-])ccc1Cl)C(Sc1ccccc1)c1ccccc1 (stereo not drawn)	6%	-9%	-9%	-9	-3%	15µM*	-5%	-3%	-13%
CCOc1ccccc1C(=O)Nc1ccc(-n2nncc2C(C)(C)C)cc1	-3%	5%	1%	15	-5%	-20%	-4%	-4%	1%
CS(=O)(=O)c1ccc(-c2nnn(CC(N)=O)n2)cc1	-16%	20%	15%	-12	-3%	-2%	5%	0%	-4%
Cc1ccccc1OCC(=O)OCC(=O)c1c[nH]c2ccccc12	1%	4%	4%	17	-6%	?	18%	4%	1%
O=C1COc2cccnc2N1	11%	-1%	-8%	3	6%	6%	-2%	-5%	10%
CCOC(=O)C1=C(COC(=O)[C@H](C)NS(=O)(=O)c2ccccc2F)NC(=O)NC1C (stereo partly drawn)	3%	-1%	10%	-51*	-13%	20%	-2%	-1%	-1%
CCc1ccc(NS(=O)(=O)c2cc3c4c(c2)CCN4C(=O)CC3)cc1	8%	-6%	-24%	29	-19%	?	17%	-3%	-20%
NC(=O)CC(NC(=O)c1ccc(Br)cc1)c1ccc(NC2CCCCC2)c([N+](=O)[O-])c1 (stereo not drawn)	-24%	15%	8%	11	-1%	0%	?	-9%	-15%
CC(=O)c1cccc(S(=O)(=O)N2CCC(C(=O)NC3CCCC3)CC2)c1	-13%	-3%	-1%	29	-22%	0%	1%	-4%	0%
CCCCCNC(=O)CC1Nc2c3ccccc3nc(=S)n2C1=O (stereo not drawn)	nt	13%	8%	34	5%	23%	0%	-5%	-1%
CC1CCCC(C)N1C(=O)COC(=O)CNC(=O)c1ccccc1F (stereo not drawn)	-6%	-1%[9.24 µM]	4%	-13	6%	11%	-3%	9%	26%
O=C(C1CC(=O)N(c2ccccc2)C1)N1CCC(c2nc3ccccc3[nH]2)CC1 (stereo not drawn)	7%	8%	17%	6	-10%	25%	1%	1%	4%
COc1ccc(-c2ccc(C(=O)Nc3cccc(F)c3)c3occc23)c(C)c1	69%[activator]	?	?	?	-6%	-19%	nt	nt	0%
COc1cc(C2C3C(=O)N(Cc4ccccc4)C(=O)C3ON2c2ccccc2)cc(OC)c1OC (stereo not drawn)	-2%	-5%	-2%	17	-18%	-12%	8%	2%	-10%
Cc1csc(NC(=O)c2cccs2)n1	51%[activator]	-8%	?	2	1%	8%	-1%	-11%	13%
CCC(C)(C(=O)NC1CCCC1)N(Cc1ccco1)C(=O)c1ccc2c(c1)OCO2 (stereo not drawn)	-11%	-2%	-7%	-4	3%	?	8%	-4%	-24%
O=C1CSc2ccc(C(=O)NCCC3=CCCCC3)cc2N1	39%[activator]	-6%[9.24 µM]	?	-24	-8%	0%	2%	1%	1%
O=C(N/N=C1/CC2C=CCC12)c1cccs1 (stereo not drawn)	31%[activator]	12%	9%	38	8%	4%	0%	2%	8%
CC1CCN(CCOc2cccc(Br)c2)CC1	?	14%	0%	-6	-4%	23%	11%	1%	4%
C[C@H](O)[C@@H]1CN2CCc3c([nH]c4ccccc34)[C@@H]2C[C@@H]1N(C)C(=O)c1ccco1	8%	26µM*	?	46	-2%	?	nt	nt	?

Printed as active in IL-1B inflam inh, among the entries above:
structure,IL-1B inflam inh,WRN inhibitor,SW480 rerep
CCOC(=O)C1=C(COC(=O)[C@H](C)NS(=O)(=O)c2ccccc2F)NC(=O)NC1C (stereo partly drawn),-51*,-13%,-1%
